Fam108B counter = Fam108B inhibition, counter-screen for RBBP9 inhibitors. inhibition, % at 9.51 µM. recombinant Fam108B, FP-Rh probe fluorescence polarization. AID 1947. actives 0.33% (n = 300,000);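 active means inhibition above the screen mean inhibition plus 3 SD, computed separately per campaign, cut at about 18% in these data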;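 further: inhibitors lower polarization as less probe binds the enzyme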
VLA-4 inh = inhibition in a human VLA-4 binding assay | P13612 | inhibition, % (about 7 µM as worked out from the volumes in the protocol) | actives 0.2% (n = 330,000) | VLA-4 expressing cells, ligand binding flow cytometry | AID 2557; in the data active means inhibition above about 50%
MEX-5 binding = C. elegans MEX-5 TCR-2 RNA binding activity; MEX-5/FITC-TCR2 RNA binding, fluorescence polarization; stronger effect = lower value; activity score (negative = inhibition of binding), % at 10 µM; actives 0.38% (n = 300,000); AID 1832;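 active means inhibition past about -25% in most replicates, and total fluorescence under double the plate's negative control median, limit read from the data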;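 further: 0% = DMSO and -100% = 5 µM competing unlabeled TCR2 RNA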
Target sequence (Q9XUB2 whole entry, looked up): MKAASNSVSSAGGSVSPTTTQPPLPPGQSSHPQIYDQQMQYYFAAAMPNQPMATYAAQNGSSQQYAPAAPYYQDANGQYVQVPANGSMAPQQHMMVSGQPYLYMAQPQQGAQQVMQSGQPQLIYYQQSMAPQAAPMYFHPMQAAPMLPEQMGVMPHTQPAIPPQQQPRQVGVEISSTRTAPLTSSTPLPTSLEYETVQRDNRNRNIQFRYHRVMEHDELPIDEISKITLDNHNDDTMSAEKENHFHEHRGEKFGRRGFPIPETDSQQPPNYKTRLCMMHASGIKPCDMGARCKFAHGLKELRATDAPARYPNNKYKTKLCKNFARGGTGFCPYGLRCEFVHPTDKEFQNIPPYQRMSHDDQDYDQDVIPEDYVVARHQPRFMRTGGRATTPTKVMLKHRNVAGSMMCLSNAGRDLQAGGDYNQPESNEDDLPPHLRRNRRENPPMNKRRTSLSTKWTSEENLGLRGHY
Bcl-xL primary = blocks human Bcl-xL binding to Bim BH3 peptide. Q07817. GST-Bcl-xL / FITC-Bim BH3 peptide fluorescence polarization. inhibition, % at 10.9 µM. actives 0.7% (n = 320,000). AID 2129;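 active means inhibition above the mean of all tested compounds plus 3 SD, cutoff set per campaign, cut at about 30% in these data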;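 further: 0% = DMSO wells and 100% = unlabeled Bim-BH3 peptide competitor; inhibitors lower millipolarization by displacing the labeled peptide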
MCL1-BIM inh = disrupts human MCL1 binding to BIM-BH3 peptide. actives 0.68% (n = 320,000). inhibition, % at 10.9 µM. GST-MCL1 / FITC-Bim-BH3 fluorescence polarization. AID 2057. Q07820;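 active means inhibition above the mean inhibition of all tested compounds plus 3 SD, set per campaign, cut at about 40% in these data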;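 further: 0% = DMSO wells and 100% = unlabeled Bim-BH3 peptide control; higher means more loss of mP so more displacement of Bim peptide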
GRK2 inh = human GRK2 inhibition via aptamer displacement | bead flow cytometry, FAM-aptamer displacement from GRK2 | inhibition of aptamer binding, % at 10 µM | actives 0.59% (n = 330,000);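 active means inhibition of aptamer binding above 40%, roughly 3 SD of noise, on plates passing a quality check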;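 further: median bead fluorescence of bound FAM aptamer so fluorescent compounds give negative values; no value below 0 was filed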
Efflux pump inh = blocks antifungal efflux pumps in multiplex yeast assay | S. cerevisiae Candida pump triplex, Nile Red efflux | inhibition, % at 10 µM | actives 0.44% (n = 330,000) | AID 485275;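 active means plate passing quality check with inhibition over a set limit, or well fluorescence over plate mean plus 4 SD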;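 further: Nile Red retained in pooled yeast measured as flow cytometry median fluorescence; 0% = buffer negative control and 100% = Enniatin B positive control; higher means more Nile Red kept so more efflux inhibition; some compounds called inactive have numbers as strong as hits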
PME-1 primary = PME-1 (human) inhibition; recombinant PME-1, FP-Rh probe fluorescence polarization; inhibition, % at 5.9 µM; AID 2130; actives 0.53% (n = 320,000);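 active means inhibition above the campaign mean of all compounds plus 3 SD, cut at about 26% in these data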;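 further: competitive labeling of PME-1 active site by serine hydrolase directed probe; 0% = PME-1 with DMSO and 100% = wells lacking PME-1 enzyme; inhibitors block probe labeling so polarization falls and inhibition rises; many of its hits are not listed in these tables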
GLD-1 RNA inh = GLD-1-TGE RNA interaction inhibition (C. elegans); inhibition, % at 5.96 µM; actives 0.44% (n = 320,000); purified GLD-1 + fluorescein TGE RNA, fluorescence polarization; AID 2280; Q17339;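 active means percent inhibition above a per-plate cutoff, the plate mean of test compounds plus 3 SD, cut at about 30% in these data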;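 further: 0% = DMSO wells with GLD-1 and probe and 100% = wells lacking GLD-1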
Target sequence (Q17339 whole entry, looked up): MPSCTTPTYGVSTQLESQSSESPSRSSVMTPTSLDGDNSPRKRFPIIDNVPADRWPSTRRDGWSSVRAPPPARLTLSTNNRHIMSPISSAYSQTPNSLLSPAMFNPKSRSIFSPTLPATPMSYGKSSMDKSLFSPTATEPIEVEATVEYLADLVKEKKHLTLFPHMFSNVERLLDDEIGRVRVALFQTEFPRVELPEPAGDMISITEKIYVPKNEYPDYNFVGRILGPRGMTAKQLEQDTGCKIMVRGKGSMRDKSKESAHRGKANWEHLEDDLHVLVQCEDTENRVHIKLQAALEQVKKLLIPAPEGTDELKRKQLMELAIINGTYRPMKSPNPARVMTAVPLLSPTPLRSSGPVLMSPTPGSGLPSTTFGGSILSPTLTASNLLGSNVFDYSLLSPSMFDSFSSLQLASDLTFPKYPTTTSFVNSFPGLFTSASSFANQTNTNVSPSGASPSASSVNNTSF
Numbers without * were called inactive; / = no result given.

Preview, 8 compounds:
SMILES,Fam108B counter,VLA-4 inh,MEX-5 binding,Bcl-xL primary,MCL1-BIM inh,GRK2 inh,Efflux pump inh,PME-1 primary,GLD-1 RNA inh
CCOC(=O)c1ccc(NC(=O)CC2S/C(=N/N=C/c3c[nH]c4ccccc34)NC2=O)cc1 (stereo not given),18,17,3.0,0,0,2,-9.9,7,3
Cn1c(SCCS(=O)(=O)c2ccc(Cl)cc2)nnc1-c1ccccc1,2,-11,-3.4,6,7,0,0.1,2,-4
CC(C)(C)NC(=O)c1cccc(NC(=O)CSc2ccc(Cl)cc2)c1,1,-5,0.7,4,3,2,-3.2,4,-4
COc1ccc(Oc2nccc(OC)c2C#N)cc1,2,-25,1.9,7,4,3,-0.1,-3,1
CCOc1cc(/C=C2\SC(=Nc3ccccc3)N(c3ccccc3)C2=O)ccc1OCC(=O)O,-2,-21,1.6,7,7,0,6.4*,-2,3
C#CCOCCOCCOCCNc1nc(N2CCN(C(=O)C([C@@H](C)O)n3cc([C@@H](N)CCCCN)nn3)CC2)nc(N2CCN(C(=O)[C@H](CO)n3cc([C@@H](N)C(C)C)nn3)CC2)n1 (stereo not given in full),/,8,/,/,/,0,-0.5,/,0
Cc1ccc2c(C(=O)N3CCN(c4ccccc4)CC3)cc(-c3cccnc3)nc2c1C,5,15,0.4,8,4,3,0.0,4,0
COc1ccc(S(=O)(=O)n2nc(-n3c(C)ccc3C)c3c(F)cccc32)cc1OC,1,-8,-0.4,0,-3,0,0.1,6,10

Main list, from the first entry:
SMILES,Fam108B counter,VLA-4 inh,MEX-5 binding,Bcl-xL primary,MCL1-BIM inh,GRK2 inh,Efflux pump inh,PME-1 primary,GLD-1 RNA inh
CCOC(=O)c1ccc(NC(=O)CC2S/C(=N/N=C/c3c[nH]c4ccccc34)NC2=O)cc1 (stereo not given),18,17,3.0,0,0,2,-9.9,7,3
Cn1c(SCCS(=O)(=O)c2ccc(Cl)cc2)nnc1-c1ccccc1,2,-11,-3.4,6,7,0,0.1,2,-4
CC(C)(C)NC(=O)c1cccc(NC(=O)CSc2ccc(Cl)cc2)c1,1,-5,0.7,4,3,2,-3.2,4,-4
COc1ccc(Oc2nccc(OC)c2C#N)cc1,2,-25,1.9,7,4,3,-0.1,-3,1
CCOc1cc(/C=C2\SC(=Nc3ccccc3)N(c3ccccc3)C2=O)ccc1OCC(=O)O,-2,-21,1.6,7,7,0,6.4*,-2,3
C#CCOCCOCCOCCNc1nc(N2CCN(C(=O)C([C@@H](C)O)n3cc([C@@H](N)CCCCN)nn3)CC2)nc(N2CCN(C(=O)[C@H](CO)n3cc([C@@H](N)C(C)C)nn3)CC2)n1 (stereo not given in full),/,8,/,/,/,0,-0.5,/,0
Cc1ccc2c(C(=O)N3CCN(c4ccccc4)CC3)cc(-c3cccnc3)nc2c1C,5,15,0.4,8,4,3,0.0,4,0
COc1ccc(S(=O)(=O)n2nc(-n3c(C)ccc3C)c3c(F)cccc32)cc1OC,1,-8,-0.4,0,-3,0,0.1,6,10
COc1ccc(/C=C/c2c(-c3ccc(OC)cc3)sc3ccc(N4CCOCC4)cc23)cc1,9,-2,0.3,5,4,0,-0.1,-3,0
COC(=O)/C(=N/Nc1ccccc1OC)N1CCCc2ccccc21,-1,8,2.2,-1,-1,0,-0.1,-3,-7
Cc1cc(C)n2cc(CSc3ncn[nH]3)nc2n1,2,-6,13,5,3,0,-0.1,-5,3
Oc1ccccc1-c1nc(NCCN2CCOCC2)c2ccccc2n1,5,-12,1.7,1,0,2,-0.1,15,3
CC[C@]12c3[nH]c4ccccc4c3CCN1C(=O)C(CC(=O)NCc1cccc(C(F)(F)F)c1)C[C@@H]2C(=O)N1CCN(C(=O)c2ccco2)CC1 (stereo not given in full),/,-14,/,/,/,0,0.7,/,2
CCCCOc1ccc(-c2nnn(CC(=O)Nc3ncc(CC(=O)OCC)s3)n2)cc1,-6,14,-6.0,-2,1,0,-0.1,-32,6
O=CNCCc1nc2ccccc2n1CCc1ccccc1,-4,12,-1.5,3,-4,0,0.0,-7,-7
Cc1ccc(CN2C(=O)C(CC(C)C)Nc3ncnc(N4CCN(c5ccccc5)CC4)c32)cc1 (stereo not given),/,-7,/,/,/,7,-0.2,/,-2
Cc1cc(C(=O)NNC(=O)c2cccc(Cl)c2)no1,7,0,-0.9,1,2,0,0.0,4,2
CCCCNC(=O)COC(=O)c1cc(S(=O)(=O)N2CCCCCC2)ccc1OC,4,-1,-0.9,4,3,2,0.1,2,-8
CC1(c2ccc3c(c2)OCCO3)NC(=O)N(CC(=O)Nc2ccccc2SCC#N)C1=O (stereo not given),/,-354,/,-6,-31,2,-0.3,1,-29
Cc1ccc(S(=O)(=O)c2c(N)n(NC(=O)c3ccccc3C)c3nc4ccccc4nc23)cc1,-13,4,0.7,4,1,2,-0.1,-22,9
COc1ccc(NC(=O)CS(=O)c2ccc(Br)cc2)cc1 (stereo not given),1,-9,-0.1,1,5,5,0.0,6,3
CCC1CCCCN1CCCNC(=O)CNC(=O)c1nn(-c2ccc(OC)c(Cl)c2)c(=O)c2ccccc12 (stereo not given),-2,0,2.3,2,9,0,0.2,-6,-3
CN1CCN(C(=O)c2ccc(-n3cccn3)nc2)CC1,2,6,1.5,2,4,2,-0.2,-1,8
COC(=O)COc1ccc(C2NC(=O)NC(C)=C2C(=O)NCc2ccccc2)cc1OC (stereo not given),-4,10,-1.5,4,3,0,-0.2,1,3
C(CCCN1CCCCC1)CCN1CCCCC1,1,3,0.9,5,-1,0,0.0,2,8
Cc1nccc2[nH]c(=O)c(C(=O)NC(C)CCc3ccccc3)cc12 (stereo not given),5,8,1.2,9,5,1,-0.4,5,5
O=C(C1=C(O)C(=O)N(CCN2CCOCC2)C1c1cccc([N+](=O)[O-])c1)c1cccs1 (stereo not given),3,5,1.8,8,3,0,-0.1,-2,1
CC(CN1CCCCC1)OC(=O)COc1ccc(Br)cc1 (stereo not given),-2,-1,-0.1,7,5,3,0.0,0,2
CCOC(=O)c1c(C)[nH]c(C(=O)COC(=O)c2[nH]c(C)c(C(C)=O)c2C)c1C,0,-20,-0.4,-5,-2,2,-0.1,3,1
O=C(CCC1CCCN(Cc2ccc3c(c2)CCO3)C1)NCc1ccc(F)c(F)c1 (stereo not given),-3,7,1.2,0,2,0,-0.4,1,4
COc1ccc(/C=N/NC(=O)c2cc(OC)c(OC)c(OC)c2)cc1CN1CCc2cc(OC)c(OC)cc2C1C (stereo not given),-3,0,-1.1,1,2,0,0.3,-7,-2
CCOc1cc2[nH]c(=S)n(Cc3ccc(C(=O)O)cc3)c(=O)c2cc1OCC,/,22,2.0,/,/,1,0.2,/,/
C=CCNC(=O)C1CC(=O)N(c2ccc(OCC(=O)N3CCCC3)cc2)C1 (stereo not given),-3,-8,1.3,0,1,2,-0.2,3,2
CCCCN(CC)CCNC(=O)Cn1cnc2sc(C)c(S(=O)(=O)N3CCOCC3)c2c1=O,0,4,1.3,3,-2,4,0.0,-5,2
Cc1ccccc1NC(=O)Cn1nnc2ccccc21,5,0,-1.0,2,2,1,0.1,-2,-2
O=C(CNC(=O)c1cccc(Cl)c1)NCC(c1cccs1)N1CCOCC1 (stereo not given),/,-4,/,0,-4,0,-0.1,4,1
COC(=O)c1ccc(CSc2ccc3nnc(-c4ccccc4)n3n2)o1,2,5,4.5,2,6,5,-0.1,5,10
CCc1nn2c(=O)cc(COC(=O)c3ccc(SC)cc3OC)nc2s1,/,5,/,4,5,1,-0.1,1,3
COc1cccc(N(CC(=O)NC2CCCCC2)C(=O)CCC(=O)Nc2nccs2)c1,-3,6,1.1,7,4,2,-0.1,1,-3
COc1ccc(N(CC(=O)Nc2ccc3c(c2)OCO3)S(=O)(=O)c2ccccc2)cc1OC,0,0,2.3,5,9,5,0.0,2,0
Cc1cccc(OCC(=O)Nc2cc(S(=O)(=O)N3CCCCC3)ccc2N2CCN(C)CC2)c1,-5,-18,2.1,-1,-3,0,-0.1,10,5
COC(=O)c1sc2ccccc2c1-n1cccc1C(=O)C(=O)Nc1ccc(C)cc1,-3,-4,0.8,7,8,1,0.0,-5,8
CN(C)CCNC(=O)c1ccc2c(c1)NC(=O)c1ccccc1S2,-2,6,1.8,-7,-2,0,0.0,-2,-1
CC1(C)Cc2c(c(N3CCOCC3)nc3sc(C(=O)Nc4ccccc4)c(N)c23)CO1,3,0,1.1,3,7,1,-0.3,-1,-5
O=S(=O)(Nc1ccc(N=Nc2ccccc2)cc1)c1ccccc1,1,7,-1.4,4,4,2,-0.1,-1,-1
O=C1CC(C(=O)Nc2ccc(Cl)cc2)n2ncnc2N1 (stereo not given),-3,-2,6.6,3,4,1,0.0,-2,10
O=C(c1ccc(OC2CCN(Cc3ccccn3)CC2)cc1)N1CCCCCC1,-2,5,-4.7,6,12,0,0.0,3,5
COc1ccc(C(=O)N(Cc2nc(-c3ccc(C)cc3)no2)C(C)C)cc1OC,5,15,2.2,1,-2,0,0.1,5,-1
O=C(Nc1ccc(N2CCOCC2)cc1)c1cccc(S(=O)(=O)N2CCCCCC2)c1,0,7,-0.2,2,-1,5,-0.1,2,1
Cc1ccc(/C=C/C(=O)Nc2sc(C)c(C)c2C(=O)OC(C)C)o1,-1,6,2.4,4,7,2,0.3,6,-4

The results go on.
SMILES,Fam108B counter,VLA-4 inh,MEX-5 binding,Bcl-xL primary,MCL1-BIM inh,GRK2 inh,Efflux pump inh,PME-1 primary,GLD-1 RNA inh
COc1ccc(NS(=O)(=O)c2cccc(C(=O)NCC(c3ccco3)N3CCCCC3)c2)cc1 (stereo not given),-6,1,-0.6,2,-2,0,-0.1,-5,-1
CCN(C(=O)COC(=O)C1=COCCO1)c1ccccc1,/,7,/,5,1,1,0.1,5,1
Cc1ccc(C2=NNC(=O)C(c3c[nH]c4ccccc34)C2)cc1 (stereo not given),1,9,4.6,4,10,4,0.0,2,3
CCCCCC1CC(CC(=O)Nc2nncs2)C(=O)O1 (stereo not given),2,3,1.6,-4,3,0,0.0,-4,-7
COc1ccc(N2C(=O)CC(S/C(N)=N/N=C/c3ccnc4ccccc34)C2=O)cc1 (stereo not given),-13,1,-1.4,-2,4,0,0.6,0,-1
O=C(O)C(Cc1c[nH]c2ccccc12)N1CCS(=O)(=O)CC1 (stereo not given),2,2,0.1,-1,-2,0,-0.1,1,-5
COC(=O)c1ccc(NC(=O)COc2coc(CN3CCc4ccccc43)cc2=O)cc1,-1,-1,0.4,2,1,1,0.0,-2,4
CN(CC(=O)Nc1cccc(F)c1)C(=O)c1ccc(N2CCCCC2)c([N+](=O)[O-])c1,4,-8,-1.7,5,1,0,0.0,6,10

Only part of the results is shown; count on the stated rates, not on these rows.
